CendR NRP1 mod – modulators of CendR peptide binding to NRP-1, primary screen, biochemical, fluorescence polarization, uHTS; Neuropilin-1 (Homo sapiens), O14786; FAM-RPARPAR peptide binding to NRP-1; inhibition, % at 25 µM; 0.85% of 360,000 active;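 active means inhibition or corrected inhibition above about 18%, plus a signal ratio from 0.5 to 1.5, limit read from the data, passing the limit was not always enough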; further: strong numbers were not always called active
eLon inh – inhibitors of E. coli Lon protease, primary screen, biochemical, fluorescence polarization; purified E. coli Lon protease; inhibition, % at 7.94 µM; 0.42% of 360,000 active; AID 602123, 2011; in the data active means inhibition above about 13%, passing the limit was not always enough;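 further: 0% = enzyme with probe and DMSO and 100% = no enzyme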
MsrA act – bovine MsrA enzyme activators, primary screen, biochemical, absorbance, HTS; Methionine sulfoxide reductase A (Bos taurus); purified bovine MsrA, absorbance read-out; activation, % at 10.6 µM; 0.3% of 360,000 active; AID 602163, 2012; in the data active means activation above about 7.5%;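 further: 0% = vehicle and 100% = reference activator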
Rin1 Abl inh – inhibitors of Rin1-Abl protein binding, primary screen, biochemical, TR-FRET; Tyrosine-protein kinase ABL1 (Homo sapiens) + Ras and Rab interactor 1 (Homo sapiens), …; 0.4% of 360,000 active; inhibition, % at 7.35 µM; AID 588664, 2011; in the data active means inhibition above about 5%, passing the limit was not always enough
MsrA inh – bovine MsrA enzyme inhibitors, primary screen, biochemical, absorbance, HTS; AID 651718, 2012; Methionine sulfoxide reductase A (Bos taurus); inhibition, % at 15.5 µM; purified bovine MsrA, absorbance read-out; 0.75% of 360,000 active; in the data active means inhibition above about 4.5%;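 further: 0% = vehicle wells with enzyme and 100% = reference inhibitor wells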
SKN-1 block – suppressors of acrylamide-induced Pgst-4::GFP reporter in worms, primary screen, SKN-1 inhibitor project, whole organism, uHTS, GFP/RFP fluorescence ratio, strain VP596. 0.49% of 360,000 active. AID 624304, 2012. inhibition, % at 21.8 µM. C. elegans VP596 Pgst-4::GFP/RFP ratio, 24 h;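 active means interference check ratio from 0.5 to 1.5 plus GFP to RFP signal ratio inhibition reaching or exceeding a fixed threshold, cut at about 30% in these data, passing the limit was not always enough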; further: some compounds called inactive have numbers as strong as hits
Neddylation inh – inhibitors of cullin neddylation, primary screen, biochemical, TR-FRET, uHTS, NAE and Ubc12; calls only at 25 µM; AID 651699, 2012; NEDD8-conjugating enzyme Ubc12 (Homo sapiens) + NEDD8-activating enzyme E1 regulatory …; 0.58% of 360,000 active; in the data active means inhibition above about 36%
Target sequence (P61081 whole entry, looked up): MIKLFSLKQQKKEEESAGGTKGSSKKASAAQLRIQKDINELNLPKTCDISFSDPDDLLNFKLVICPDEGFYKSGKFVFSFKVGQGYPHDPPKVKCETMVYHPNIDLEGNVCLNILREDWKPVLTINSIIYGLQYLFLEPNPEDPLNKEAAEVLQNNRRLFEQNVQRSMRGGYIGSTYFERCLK
Target sequence (Q13564 whole entry, looked up): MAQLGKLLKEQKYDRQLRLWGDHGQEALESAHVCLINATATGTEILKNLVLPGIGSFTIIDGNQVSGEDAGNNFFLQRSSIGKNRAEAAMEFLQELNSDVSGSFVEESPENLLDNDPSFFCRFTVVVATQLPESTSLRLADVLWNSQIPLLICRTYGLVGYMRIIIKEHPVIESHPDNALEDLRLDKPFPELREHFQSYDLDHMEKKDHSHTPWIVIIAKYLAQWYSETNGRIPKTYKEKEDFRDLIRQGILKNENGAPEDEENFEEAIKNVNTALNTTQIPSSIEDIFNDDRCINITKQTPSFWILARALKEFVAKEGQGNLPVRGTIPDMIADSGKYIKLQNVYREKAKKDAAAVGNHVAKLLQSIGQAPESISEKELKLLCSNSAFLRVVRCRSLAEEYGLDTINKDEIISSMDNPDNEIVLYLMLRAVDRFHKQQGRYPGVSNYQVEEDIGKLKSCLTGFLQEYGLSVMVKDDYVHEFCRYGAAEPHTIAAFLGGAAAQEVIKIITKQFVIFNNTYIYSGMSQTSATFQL
MT1-MMP act inh – blockers of MT1-MMP proenzyme processing, primary screen, HT1080 RFP-PRO-GFP cells, GFP/RFP fluorescence; Matrix metalloproteinase-14 (Homo sapiens), P50281; GFP/RFP ratio fluorescence, overnight; percent of plate control window, DMSO zero; GFP/RFP ratio change, % at 20 µM; 0.061% of 360,000 active;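 active means GFP/RFP ratio change of at least 30% with cell ATP level not reduced by more than half and red fluorescence within 50% of control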; further: strong numbers were not always called active
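Compound: 20 µM single dose, 1% DMSO / System: HT1080 RFP-PRO-GFP cells / Controls: DMSO and RFP-L50D-GFP cell wells / Read-out basis: GFP/RFP fluorescence ratio / Schedule: overnight compound exposure at 37 °C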
FAS-TE inh – FAS thioesterase domain inhibitors, primary screen, biochemical, fluorescence intensity, uHTS; recombinant FAS-TE, OMFH fluorogenic substrate, fluorescence endpoint; 0.67% of 360,000 active; inhibition, % at 15 µM; Fatty acid synthase (Homo sapiens), P49327;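 active means compounds whose normalised, plate-corrected inhibition of enzyme fluorescence in the single-dose primary screen is 50% or more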;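 further: 0% = DMSO with enzyme and 100% = substrate without enzyme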
* marks the source's active call; other numbers are inactive results; i = inactive; / = no result given; + = active, no number.

SMILES	CendR NRP1 mod	eLon inh	MsrA act	Rin1 Abl inh	MsrA inh	SKN-1 block	Neddylation inh	MT1-MMP act inh	FAS-TE inh
COC(=O)C1=C(C)N(C)C(C)=C(C(=O)OC)C1c1ccccc1C	3	-1	-1	4	0.1	20	i	1	3
COc1cccc(CNC(=O)CN2C(=O)CCSc3ccc(S(=O)(=O)N4CCCC4)cc32)c1	2	-5	-14	2	-0.7	-19	i	4	0
CCCCC(=O)NCCNC(=O)c1cc(OCC(F)(F)F)ccc1OCC(F)(F)F	13	-3	2	2	0.9	-3	i	6	-3
CC(=O)N/C(=C\c1ccccc1)C(=O)OCc1ccccc1	16	-9	-4	1	-0.5	11	i	0	-3
C/C(=N\Nc1nc(Nc2ccccc2)nc(N2CCOCC2)n1)c1cccs1	16	-5	-2	-1	2.5	6	i	-5	7
COc1ccc(N2CCN(S(=O)(=O)CCNS(=O)(=O)c3ccccc3)CC2)cc1	-4	-4	1	-3	-0.4	3	i	-2	-9
CCOC(=O)c1ccc(N/N=C/c2cc(Br)cc([N+](=O)[O-])c2O)cc1	-1	-1	6	1	0.2	-6	i	19	8
CCOC(=O)c1ccc(NC(=O)CCc2nc(-c3ccc(Cl)cc3)no2)cc1	2	0	-2	5	-0.3	-15	i	-6	22
COc1cccc(CNC(=O)c2ccc(NC3=NC4CS(=O)(=O)CC4S3)cc2)c1 (stereo not drawn)	3	1	-1	-2	-0.3	-12	i	0	-6
Cc1cc(C)cc(-n2cc(C(=O)O)c(=O)cc2C)c1	-10	1	-5	0	0.1	-4	i	2	-12
CCOCCn1c(CN2CCN(C)CC2)nc2c1c(=O)n(C)c(=O)n2C	6	2	-9	-1	0.8	-19	i	4	-6
COc1ccc(C(O)c2nc(-c3cccc(O)c3)cs2)cc1 (stereo not drawn)	4	3	-6	-3	0.9	18	i	1	-1
COc1ccc(NC(=O)CN(C)C(=O)c2cccc(NS(=O)(=O)c3ccc(Br)cc3)c2)cc1	-5	-4	-4	0	-0.6	3	i	-2	15
CCNC(=O)NC1(C(=O)N2CCC(Cc3ccccc3)CC2)CCCCC1	-5	15	-4	0	2.2	7	i	-6	-6
NCCC1CCCC(CCN)N1 (stereo not drawn)	-3	2	-4	0	0.3	-4	i	1	-1

Entries shown so far containing an aryl methoxy group (5):
SMILES	CendR NRP1 mod	eLon inh	MsrA act	Rin1 Abl inh	MsrA inh	SKN-1 block	Neddylation inh	MT1-MMP act inh	FAS-TE inh
COc1cccc(CNC(=O)CN2C(=O)CCSc3ccc(S(=O)(=O)N4CCCC4)cc32)c1	2	-5	-14	2	-0.7	-19	i	4	0
COc1ccc(N2CCN(S(=O)(=O)CCNS(=O)(=O)c3ccccc3)CC2)cc1	-4	-4	1	-3	-0.4	3	i	-2	-9
COc1cccc(CNC(=O)c2ccc(NC3=NC4CS(=O)(=O)CC4S3)cc2)c1 (stereo not drawn)	3	1	-1	-2	-0.3	-12	i	0	-6
COc1ccc(C(O)c2nc(-c3cccc(O)c3)cs2)cc1 (stereo not drawn)	4	3	-6	-3	0.9	18	i	1	-1
COc1ccc(NC(=O)CN(C)C(=O)c2cccc(NS(=O)(=O)c3ccc(Br)cc3)c2)cc1	-5	-4	-4	0	-0.6	3	i	-2	15

(further entries)
SMILES	CendR NRP1 mod	eLon inh	MsrA act	Rin1 Abl inh	MsrA inh	SKN-1 block	Neddylation inh	MT1-MMP act inh	FAS-TE inh
CCOC(=O)c1sc(NC(=O)CSc2nnc(-c3ccco3)o2)c(C(=O)OCC)c1C	-10	2	-5	-4	0.7	7	i	-8	15
Cc1nc(C(=O)Nc2ccc(Cl)cc2)sc1C1(C)CC(c2ccccc2)=NO1 (stereo not drawn)	9	-2	0	-2	1.1	10	i	-2	23
CC1(C)CCC/C(=C\c2ccccc2)C1=O	20*	0	-1	0	-0.4	1	i	0	0
COC(=O)c1sc(S(=O)(=O)N2CCN(c3ccc(OC)cc3)CC2)c(C(=O)OC)c1C	-8	2	-2	0	-1.4	4	i	1	23
COc1cc(-c2nc(C(=O)NC3CCN(Cc4ccccc4)CC3)cc3c2[nH]c2ccccc23)cc(OC)c1OC	-2	-7	-1	-4	/	11	i	4	77*
Nn1c(SCc2cccc(F)c2)nnc1-c1cccnc1	-3	8	-2	1	-0.5	3	i	4	-2
Cc1ccc(NC(=O)CN2C(=O)NC(C)(C3CC3)C2=O)cc1S(=O)(=O)N1CCCCC1 (stereo not drawn)	-6	-10	-2	-2	0.0	8	i	4	-2
O=C(CNC1CCCCC1)NN=C(c1ccccc1)c1ccccc1	5	-5	-3	0	0.0	2	i	-2	0
CN1CCN(S(=O)(=O)c2ccc(N3CCN(C(=O)c4ccccc4)CC3)nc2)CC1	-5	0	0	1	-0.3	9	i	-1	-5
CC(=O)c1ccc(N=Nc2c(C)[nH]n(-c3ccccc3)c2=O)cc1	-1	0	-6	1	1.7	-2	i	6	28
COc1ccccc1C#CC1=CC(=O)CC(C)(C)C1	5	9	-3	-3	1.6	-2	i	-1	2
CC1(C(=O)O)CCCN1C(=O)c1cccc(OC(F)(F)F)c1 (stereo not drawn)	5	-3	-2	-1	1.3	12	i	2	-8
O=c1[nH]c(-c2ccccc2F)nc2c1sc(=S)n2Cc1ccccc1	7	3	-3	-1	-0.4	5	i	1	13
Cc1c(Cl)cccc1NS(=O)(=O)c1c(C(=O)N2CCOCC2)c(C)n(C)c1C	-6	-10	-11	2	-0.4	-16	i	-5	-6
Cc1cccc(NC(=O)COC(=O)Cc2cccc(C(F)(F)F)c2)c1C	-1	8	2	1	0.7	11	i	2	4
Clc1ccc(OCc2nnc(-c3ccccc3Br)o2)c(Cl)c1	2	-4	-3	-1	-0.2	2	i	-4	39
N#Cc1cccc2c1-c1ccccc1/C2=N/NC(N)=S	-5	-10	-2	-4	/	6	i	-6	7
COc1ccc(-c2ccc(-c3nc4c(c(=O)[nH]c(=O)n4Cc4ccccc4)n3C)o2)c([N+](=O)[O-])c1	-16	-5	-3	-4	2.5	1	i	1	12
Cc1ccc(S(=O)(=O)c2c(C)cc(C)nc2Oc2cccc(C)c2C)cc1	3	-8	-4	-2	0.2	-19	i	-7	17
Cc1nc(NC2CCCCC2)c2nnn(Cc3ccccc3Cl)c2n1	1	0	-1	2	-0.7	7	i	2	18
C/[N+]([O-])=C/c1c(OCc2ccc(Cl)cc2Cl)ccc2ccccc12	-8	-3	-2	5	1.2	3	i	-2	1
Cn1c(CNC(=O)c2ccco2)nnc1SCC(=O)c1ccccc1	2	-7	-2	0	0.8	13	i	1	-3
C[C@@H]1CN([C@H](C)CO)C(=O)Cc2cc(NC(=O)Nc3ccccc3)ccc2O[C@@H]1CN(C)Cc1ccc2c(c1)OCO2	14	0	-2	8	0.8	2	i	3	10
Cc1ccnc(SCC(=O)Nc2oc(-c3ccccc3)c(-c3ccccc3)c2C#N)n1	-4	-11	-10	0	0.1	-1	i	-4	22
Cn1nc(C(C)(C)C)cc1C(=O)N1CCCCC1c1cc(C(=O)NCc2ccc(F)cc2)no1 (stereo not drawn)	3	6	-1	0	0.6	9	i	-7	4
Cc1cccc(NC(=O)CCC(=O)OCC(=O)c2ccc(Oc3ccc([N+](=O)[O-])cc3)cc2)c1	-8	-4	-4	2	0.4	13	i	3	16
Cn1c(=O)c2cc(S(=O)(=O)NCCC(=O)NC3CCCCCCC3)ccc2n(C)c1=O	-8	0	-9	1	/	-12	i	0	11
Nn1c(SCC(=O)NC2CCCC2)nnc1C(F)(F)F	-11	1	-1	-1	0.3	21	i	-2	-7
C[C@@H]1CN([C@@H](C)CO)C(=O)c2cc(Br)cnc2O[C@H]1CN(C)C(=O)c1ccncc1	-3	-5	-11	5	0.7	2	i	0	-11
Cc1ccc(-c2nnc3c4ccccc4c(C)nn23)cc1S(=O)(=O)N1CCN(CCO)CC1	4	5	-9	4	0.3	-9	i	-6	-2

Some of these compounds in order of heavy-atom count, rising.
SMILES	CendR NRP1 mod	eLon inh	MsrA act	Rin1 Abl inh	MsrA inh	SKN-1 block	Neddylation inh	MT1-MMP act inh	FAS-TE inh
N#Cc1cccc2c1-c1ccccc1/C2=N/NC(N)=S	-5	-10	-2	-4	/	6	i	-6	7
Cc1nc(NC2CCCCC2)c2nnn(Cc3ccccc3Cl)c2n1	1	0	-1	2	-0.7	7	i	2	18
Cc1ccc(S(=O)(=O)c2c(C)cc(C)nc2Oc2cccc(C)c2C)cc1	3	-8	-4	-2	0.2	-19	i	-7	17
C[C@@H]1CN([C@@H](C)CO)C(=O)c2cc(Br)cnc2O[C@H]1CN(C)C(=O)c1ccncc1	-3	-5	-11	5	0.7	2	i	0	-11
Cn1c(=O)c2cc(S(=O)(=O)NCCC(=O)NC3CCCCCCC3)ccc2n(C)c1=O	-8	0	-9	1	/	-12	i	0	11
Cc1cccc(NC(=O)CCC(=O)OCC(=O)c2ccc(Oc3ccc([N+](=O)[O-])cc3)cc2)c1	-8	-4	-4	2	0.4	13	i	3	16
C[C@@H]1CN([C@H](C)CO)C(=O)Cc2cc(NC(=O)Nc3ccccc3)ccc2O[C@@H]1CN(C)Cc1ccc2c(c1)OCO2	14	0	-2	8	0.8	2	i	3	10

Additional results:
SMILES	CendR NRP1 mod	eLon inh	MsrA act	Rin1 Abl inh	MsrA inh	SKN-1 block	Neddylation inh	MT1-MMP act inh	FAS-TE inh
O=c1c2ccccc2n(Cc2cccc(F)c2)c(=O)n1C1CCCC1	-2	-16	0	-1	0.3	7	i	-4	17
O=C(COC(=O)CN1C(=O)c2ccccc2C1=O)Nc1ccccc1C(F)(F)F	-16	-2	-3	3	-1.0	9	i	2	-10
O=C(NCCCn1ccnc1)c1ccc(Br)cc1	11	-1	-5	-1	-1.0	0	i	3	-6
CCn1c(Cc2ccccc2)nnc1SCc1cccc(C(=O)O)c1	3	17	-2	1	0.3	4	i	-6	-12
COCCCNC(=O)COc1ccc(Cl)c(C)c1	15	1	0	1	0.5	-8	i	3	-4
O=C(Nc1ccccc1)Nn1cnnc1	-1	0	2	3	-0.4	0	i	-2	-4
COc1ccc(C(C(=O)NC(C)(C)C)n2c(COc3ccc(C)cc3)nc3ccccc32)cc1 (stereo not drawn)	-1	/	/	/	-0.1	1	i	-17	/
Cc1nnc(NC(=O)c2ccc(-c3cccc(C(F)(F)F)c3)o2)s1	7	-10	-2	-1	-0.8	11	i	9	-3
CCCc1nnc(NC(=O)c2cc(OC)cc(OC)c2)s1	-12	-1	-3	-3	3.5	-7	i	0	-6
COC(=O)C(CC(C(=O)OC)C(=O)OC)C(=O)OC	10	-1	1	-1	-0.2	5	i	-1	-5
COC(=O)[C@]12CCCCC=C1N(Cc1cccc3ccccc13)C(=O)[C@H](CC(=O)NCCc1ccccc1OC)C2	15	-6	-9	/	0.4	4	i	-6	9
CC(=O)c1ccc(-c2cnc3c(NC=O)cc(-c4ccc(C(=O)NC5CC5)cc4)cn23)cc1	-30	-13	-7	-4	0.7	-5	+	-18	9
CC(=O)N1C[C@@H](CO)[C@@H](N(C)C(=O)C2CCCCC2)C[C@H]1c1ccccc1	12	-4	-8	3	0.5	2	i	2	-5
Cn1ccnc1SCC(=O)Nc1ccccc1	-1	5	-2	1	-1.1	-8	i	-1	-4

Source: PubChem
